Compound activity from PubChem.
GRK2 aptamer HTS – blocks RNA aptamer binding to human GRK2. P25098. bead flow cytometry, FAM-aptamer displacement from GRK2. inhibition of aptamer binding, % at 10 µM. 0.59% of 330,000 active. AID 488847;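 active means inhibition of aptamer binding above 40%, roughly 3 SD of noise, on plates passing a quality check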;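 further: median bead fluorescence of bound FAM aptamer so fluorescent compounds give negative values; no value below 0 was filed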
Target sequence (P25098 whole entry, looked up): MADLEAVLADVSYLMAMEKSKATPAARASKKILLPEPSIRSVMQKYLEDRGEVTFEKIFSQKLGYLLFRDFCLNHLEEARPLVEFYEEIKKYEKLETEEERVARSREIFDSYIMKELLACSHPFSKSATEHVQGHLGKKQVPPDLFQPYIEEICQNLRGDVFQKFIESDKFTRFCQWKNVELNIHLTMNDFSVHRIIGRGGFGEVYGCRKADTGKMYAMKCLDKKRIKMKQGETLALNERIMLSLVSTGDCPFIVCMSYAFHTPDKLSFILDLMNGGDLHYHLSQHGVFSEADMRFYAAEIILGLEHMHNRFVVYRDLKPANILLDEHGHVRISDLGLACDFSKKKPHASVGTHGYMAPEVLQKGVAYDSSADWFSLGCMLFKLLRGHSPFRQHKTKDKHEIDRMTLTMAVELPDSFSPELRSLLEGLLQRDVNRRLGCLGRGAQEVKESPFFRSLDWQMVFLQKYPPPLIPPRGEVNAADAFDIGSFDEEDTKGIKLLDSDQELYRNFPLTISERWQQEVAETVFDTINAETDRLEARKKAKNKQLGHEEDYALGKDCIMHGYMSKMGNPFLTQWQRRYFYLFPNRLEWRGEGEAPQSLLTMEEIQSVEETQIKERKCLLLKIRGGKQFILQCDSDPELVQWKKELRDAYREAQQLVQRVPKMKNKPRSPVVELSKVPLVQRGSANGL
PME-1 primary – PME-1 (human) inhibition; recombinant PME-1, FP-Rh probe fluorescence polarization; inhibition, % at 5.9 µM; 0.53% of 320,000 active;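 active means inhibition above the campaign mean of all compounds plus 3 SD, cut at about 26% in these data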;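 further: competitive labeling of PME-1 active site by serine hydrolase directed probe; 0% = PME-1 with DMSO and 100% = wells lacking PME-1 enzyme; inhibitors block probe labeling so polarization falls and inhibition rises; many of its hits are not listed in these tables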
Target sequence (Q9Y570 whole entry, looked up): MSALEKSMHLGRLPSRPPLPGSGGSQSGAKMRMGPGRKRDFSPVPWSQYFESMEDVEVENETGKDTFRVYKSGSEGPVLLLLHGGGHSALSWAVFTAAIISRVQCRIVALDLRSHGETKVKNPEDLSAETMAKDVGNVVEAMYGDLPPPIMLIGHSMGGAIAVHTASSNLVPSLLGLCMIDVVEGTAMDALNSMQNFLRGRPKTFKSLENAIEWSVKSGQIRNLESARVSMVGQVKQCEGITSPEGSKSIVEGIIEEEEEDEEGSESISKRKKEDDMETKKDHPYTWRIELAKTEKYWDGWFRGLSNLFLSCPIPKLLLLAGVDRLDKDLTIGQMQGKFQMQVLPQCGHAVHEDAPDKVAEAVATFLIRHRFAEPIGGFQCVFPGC
Fam108B counter – blocks mouse Fam108B hydrolase in RBBP9 counter-screen | recombinant Fam108B, FP-Rh probe fluorescence polarization | inhibition, % at 9.51 µM | 0.33% of 300,000 active | AID 1947;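 active means inhibition above the screen mean inhibition plus 3 SD, computed separately per campaign, cut at about 18% in these data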;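 further: inhibitors lower polarization as less probe binds the enzyme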
Bcl-xL primary – Bcl-xL (human) inhibition; 0.7% of 320,000 active; Q07817; inhibition, % at 10.9 µM; GST-Bcl-xL / FITC-Bim BH3 peptide fluorescence polarization;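 active means inhibition above the mean of all tested compounds plus 3 SD, cutoff set per campaign, cut at about 30% in these data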;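 further: 0% = DMSO wells and 100% = unlabeled Bim-BH3 peptide competitor; inhibitors lower millipolarization by displacing the labeled peptide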
MEX-5 binding – C. elegans MEX-5 TCR-2 RNA binding activity. Q9XUB2. MEX-5/FITC-TCR2 RNA binding, fluorescence polarization; stronger effect = lower value. activity score (negative = inhibition of binding), % at 10 µM. 0.38% of 300,000 active. AID 1832;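 active means inhibition past about -25% in most replicates, and total fluorescence under double the plate's negative control median, limit read from the data; inconclusive means replicates evenly split on the limit, or fluorescence at least double controls; inactive means too little inhibition in most replicates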;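 further: 0% = DMSO and -100% = 5 µM competing unlabeled TCR2 RNA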
VLA-4 inh – inhibition in a human VLA-4 binding assay; VLA-4 expressing cells, ligand binding flow cytometry; inhibition, % (about 7 µM as worked out from the volumes in the protocol); 0.2% of 330,000 active; in the data active means inhibition above about 50%
Efflux pump inh – antifungal efflux pump inhibition, Nile Red retention; 0.44% of 330,000 active; S. cerevisiae Candida pump triplex; inhibition, % at 10 µM;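 active means plate passing quality check with inhibition over a set limit, or well fluorescence over plate mean plus 4 SD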;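 further: Nile Red retained in pooled yeast measured as flow cytometry median fluorescence; 0% = buffer negative control and 100% = Enniatin B positive control; higher means more Nile Red kept so more efflux inhibition; some compounds called inactive have numbers as strong as hits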
GLD-1 TGE inh – GLD-1-TGE RNA interaction inhibition (C. elegans). purified GLD-1 + fluorescein TGE RNA, fluorescence polarization. inhibition, % at 5.96 µM. 0.44% of 320,000 active;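 active means percent inhibition above a per-plate cutoff, the plate mean of test compounds plus 3 SD, cut at about 30% in these data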;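 further: 0% = DMSO wells with GLD-1 and probe and 100% = wells lacking GLD-1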
MCL1-BIM inh – inhibitors of human MCL1 binding to BIM-BH3 peptide; Q07820; GST-MCL1 / FITC-Bim-BH3 fluorescence polarization; inhibition, % at 10.9 µM; 0.68% of 320,000 active;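 active means inhibition above the mean inhibition of all tested compounds plus 3 SD, set per campaign, cut at about 40% in these data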;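 further: 0% = DMSO wells and 100% = unlabeled Bim-BH3 peptide control; higher means more loss of mP so more displacement of Bim peptide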
An asterisk follows results filed as active; ? = inconclusive; / = not tested or not shown. Some of the compounds tested; count on the stated rates, not on these rows.

Compound,GRK2 aptamer HTS,VLA-4 inh,PME-1 primary,Efflux pump inh,Fam108B counter,MCL1-BIM inh,GLD-1 TGE inh,MEX-5 binding,Bcl-xL primary
COc1ccc(NC(=S)N/N=C/c2ccc(F)c(F)c2)cc1,0,7,4,-0.1,1,10,3,1.0,10
CC(NC(=O)c1ccc(CS(C)(=O)=O)cc1)C1CC2CCC1C2 (stereo not given),0,10,-5,0.1,4,-4,2,-3.4,-1
O=C(CN1CCN(c2ccc([N+](=O)[O-])cc2)CC1)Nc1nccs1,0,-5,1,0.3,4,6,0,-3.9,2
CC(C)(C)N(Cc1ccccc1)C(=O)COC(=O)c1ccc([N+](=O)[O-])o1,2,3,4,-0.1,/,20,8,/,2
CN(C)CC1CCCCC1OC(=O)/C=C/c1ccccc1 (stereo not given),3,5,-3,0.1,-5,-11,-4,1.7,0
O=C(c1ccncc1)N1CCN(S(=O)(=O)c2cccc([N+](=O)[O-])c2)CC1,0,-1,1,0.0,-3,-7,6,-2.1,1
CCN(CC)C(=O)N(CC)Cc1ccccc1,1,4,2,-0.1,2,6,6,2.6,3
COc1ccccc1NC(=O)COc1ccc(/C=N/n2cnnc2)cc1OC,2,-3,2,-0.1,-3,5,1,0.0,2
CC(=O)N1c2ccc(S(=O)(=O)NCCC(=O)N3CCCC(C)C3)cc2CC1C (stereo not given),3,3,0,0.0,2,-5,-13,-1.7,-2
CCN(Cc1ccncc1)Cc1ccc(Br)cc1,1,-5,-5,-0.1,0,13,7,-3.5,4
CNCCCNC(=O)c1ccc(/C=N/O)nc1,4,14,-3,-0.1,-4,3,1,-3.2,4
CC(OC(=O)c1ccc(OCC2CCCO2)cc1)C(=O)N(C)Cc1ccccc1 (stereo not given),0,10,-7,0.0,0,1,-4,1.2,4
COC(=O)Nc1nc2ccc(C(=O)c3cccs3)cc2[nH]1,0,45,-4,0.1,-4,7,2,0.6,1
O=C(Cn1cnc2c(nnn2Cc2ccccc2)c1=O)Nc1ccc2c(c1)OCCO2,0,-1,-3,-0.1,-8,-3,0,1.1,0
CCn1cc(C(=O)NCCc2ccccc2)c(=O)c2cc(F)c(N3CCN(C)CC3)cc21,0,-13,-3,-0.1,5,4,-4,-1.8,12
Cc1ccc([N+](=O)[O-])cc1NC1CC(O)C(CO)O1 (stereo not given),0,9,2,1.0,1,-4,-6,-2.6,-1
Cc1ccc(NC(=O)C(C)OC(=O)c2n[nH]c3ccccc23)cc1 (stereo not given),0,-9,1,0.2,-3,-9,3,1.1,-2
Cc1cc2[nH]c(=O)c(=O)[nH]c2cc1S(=O)(=O)N(C)C1CCCCC1,0,-1,1,0.1,0,11,2,0.5,4
CCn1c(SCc2ccccc2)nnc1C1CCCCC1,0,-9,-7,0.1,1,-6,4,1.4,1
CNc1nc(SC)n(C)c(=O)c1N=O,0,13,-2,0.1,0,5,3,1.8,4
O=C1NCCN1C(=O)N(c1ccccc1)c1ccccc1,1,1,0,0.0,0,-1,6,0.9,-1
O=C(Nc1ccccc1N1CCCCC1)c1cccc(Cl)c1,0,3,-1,-0.1,-4,8,12,0.9,1
COc1ccccc1NC(=O)CSc1nnc(-c2ccco2)o1,2,-9,3,0.1,7,2,2,0.3,0
Cn1c(=O)c2cc(S(=O)(=O)NC(C(=O)Nc3cccc(F)c3)c3ccccc3)ccc2n(C)c1=O (stereo not given),1,-14,-7,0.0,-2,6,1,-1.9,6
COc1cccc(-c2cccc(NC(=O)C3CCN(Cc4nccs4)CC3)c2)c1,0,1,-4,0.2,-3,-2,-6,0.2,0
CCCOc1ccc(NC(=O)C2CC(=O)N(C(C)C)C2)cc1 (stereo not given),0,15,-2,-0.1,0,0,-1,0.5,4
O=C(O)C(Cc1cn[nH]n1)=NO,0,29,-7,0.0,4,14,1,1.0,7
CCOc1ccc(N(CC(=O)NCc2ccccc2)S(C)(=O)=O)cc1,1,4,-1,0.0,2,4,6,-4.3,4
O=C(CSc1nnc(-c2cccnc2)o1)Nc1ccccc1F,0,6,-1,-0.1,1,1,6,-2.9,-1
O=C(COC(=O)C1CCN(S(=O)(=O)c2ccc3c(c2)OCCO3)CC1)Nc1ccc(C(F)(F)F)cc1,0,9,-53,0.3,-39,-23,7,1.2,-6
CN(C)c1cc(-c2cccc([N+](=O)[O-])c2)oc(=O)c1Cl,0,9,1,-0.1,0,2,4,-1.2,7
C=CCn1c(SCC(=O)NC(=O)Cc2ccccc2)nnc1-c1ccccc1F,0,-4,/,0.1,/,/,1,/,/
Cc1onc(-c2c(Cl)cccc2Cl)c1C(=O)N=C(N)N1CC(C)OC(C)C1 (stereo not given),1,-1,2,0.0,1,4,7,1.1,1
C=CCn1cccc(C(=O)Nc2ccc(OC)c(Cl)c2)c1=O,0,5,-10,0.3,-3,0,-3,-0.4,0
CC(=O)C1=C(O)C(=O)N(c2ccc(C(=O)O)cc2)C1c1ccc([N+](=O)[O-])cc1 (stereo not given),0,-5,-1,0.2,2,1,2,1.3,1
O=C(/C=C/Sc1ncn[nH]1)c1ccc(Cl)cc1,0,23,10,0.5,7,3,-2,1.8,4
CC[C@@]1(C(=O)OC)N[C@H](CN(C)S(=O)(=O)c2ccc(F)cc2)[C@@H]2C(=O)N(C)C(=O)[C@@H]21,5,-12,/,-0.5,/,/,7,/,/
COCC(C)OC(=O)c1c(N)n(-c2ccc(OC)c(OC)c2)c2nc3ccccc3nc12 (stereo not given),2,3,-4,0.1,-2,-2,-9,/,4
O=C(Cn1nc(-c2ccccc2)c2ccccc2c1=O)Nc1ccc(O)cc1,4,4,-10,0.4,-11,4,1,1.2,7
COc1ccc(S(=O)(=O)N2CCOCC2)cc1C(=O)N1CCCC1,2,9,2,0.1,-2,4,2,4.4,2
Cc1ccc(-c2nc3c4ccccc4ccn3c2CN2CCCCC2)cc1,3,8,6,0.0,-7,1,0,0.8,1
Cc1ccc(CN2C(=O)CCC2C(=O)NCc2ccccc2Cl)cc1 (stereo not given),0,14,1,0.1,-1,1,9,2.6,0
Cc1ccc(NC(=O)CN2CCC3(O)CCCCC3C2c2ccc3c(c2)OCO3)c(C)c1 (stereo not given),0,-2,-4,0.0,1,-3,-4,0.4,1
O=C(CCC(=O)c1ccc(F)cc1)Nc1cccc(Br)c1,3,5,-5,0.2,-7,-10,-5,-6.1,-5
O=C(O)c1ccc(Oc2ccccc2)o1,1,-4,2,-0.1,4,-5,6,0.5,3
Cc1ccc(NC(=O)CN2CCN(CCN=CC3=C(O)CC(C)(C)CC3=O)CC2)cc1,3,13,-2,-0.1,1,5,4,1.7,6
CCC(=O)Nc1nc(C)c(C(=O)N2CCCCC2)s1,1,20,-2,-0.1,-1,-3,-4,3.1,7
COc1ccc(N2CCN(S(=O)(=O)CCNC(=O)C3CC(=O)N(c4ccccc4)C3)CC2)cc1 (stereo not given),4,13,-2,0.0,-2,1,3,-0.7,-3
Cc1cc(NC(=O)CC(C)(C)C)nc2c1c(=O)oc1ccccc12,0,-26,-3,-0.1,-2,-2,2,2.7,1
Cc1nc(NCCc2ccccc2)sc1C(=O)N(C)C,0,-2,3,0.1,-1,6,-4,-2.4,5
Cc1ccc(NC(=O)CSc2ccc(-c3ccccn3)nn2)cc1F,0,-11,-2,-0.2,1,3,2,-1.6,0
CC1(C)OC(=O)N(c2cccnc2)C1(C)O (stereo not given),3,6,5,0.0,-2,1,-1,-3.3,5
O=C(c1ccc(OC2CCN(Cc3cccc(F)c3)CC2)cc1)N1CCCCC1,0,10,1,0.0,-1,3,3,-1.0,2
Cc1ccc(NC(=O)c2ccc3ccccc3n2)cc1S(=O)(=O)N(C)C,1,3,0,-0.2,-6,9,5,0.1,9
CN(C)CCCN1C(=O)C(=O)/C(=C(/O)c2ccncc2)C1c1ccccc1 (stereo not given),0,6,-1,-0.1,0,3,3,2.3,6
CSc1ccccc1C(=O)OCC(=O)NCCN1C(=O)CSC1=O,0,2,/,0.0,/,/,6,/,/
O=C(COC(=O)CCSc1ccc(Cl)cc1)NCc1ccccc1Cl,2,10,3,-0.1,4,3,5,-0.1,1
COc1ccc(NCc2nnc(SCC(=O)N3CCCc4ccccc43)o2)cc1,6,-4,7,-0.1,1,18,5,0.6,11
CC1CCCN(c2nc3c(c(=O)[nH]c(=O)n3C)n2Cc2ccccc2Cl)C1 (stereo not given),0,16,3,-0.1,8,8,-1,-0.6,2
C=CC1CN(C(=O)OCC(Cl)(Cl)Cl)C2CC3c4ccc(OC)cc4NC3C3CC1C2CO3 (stereo not given),2,-21,5,0.0,4,-7,8,2.6,-1

(list continues)
Compound,GRK2 aptamer HTS,VLA-4 inh,PME-1 primary,Efflux pump inh,Fam108B counter,MCL1-BIM inh,GLD-1 TGE inh,MEX-5 binding,Bcl-xL primary
CCOc1ccc(CN2CCNC(=O)C2CC(=O)NC2CCOCC2)cc1 (stereo not given),2,8,-3,0.1,4,12,5,-4.3,12
Cc1ccsc1C(=O)OCC(=O)Nc1sccc1C(N)=O,0,-4,2,0.0,0,-3,6,-3.8,-2
COc1cc(C(=O)N2CCN(Cc3ccccc3C(F)(F)F)CC2)cc(OC)c1OC,3,11,-3,0.1,1,-2,2,-0.2,-2
CC(C)CCNC(=O)NC(=O)COc1ccccc1C#N,0,2,-3,0.0,-2,6,-3,0.4,6
CCOc1cc(CO)ccc1OCC(=O)N1CCCCC1,0,3,5,0.1,1,5,0,-2.9,3
CN(C)c1ccc(/C=C2\C(=N)N3N=C(CC(=O)N4CCCCC4)SC3=NC2=O)cc1,0,-2,-7,0.1,4,-116,-120,?,-71
O=C(N/C(=C/c1ccc(Br)cc1)C(=O)N1CCOCC1)c1cccs1,0,10,3,0.0,3,2,2,-2.2,3
CCOC(=O)/C=C/C(=O)Nc1ccc(S(=O)(=O)N(C)c2ccccc2)cc1,2,17,-9,0.1,-8,3,4,-1.0,2
CCC(=O)Nc1ccc2oc(-c3cccnc3)nc2c1,3,4,-9,-0.2,1,3,8,0.5,2
O=C(Nc1cccc2ccccc12)c1ccccc1NS(=O)(=O)c1cccc2cccnc12,4,-10,10,0.0,4,3,-3,1.1,3
Cc1ccccc1NC(=O)c1c(C)[nH]c(=S)c(C#N)c1-c1ccc(Cl)cc1,0,14,-10,-0.1,-2,-17,-14,0.1,-7
O=C(O)C1CCC(=O)N1Cc1ccccc1Cl (stereo not given),0,-1,-2,0.0,-4,10,-6,/,3
O=C(OCC(=O)N1CCc2ccccc21)c1ccc(Br)o1,1,9,/,0.1,/,/,-2,/,/
C=CCNCC(O)COc1ccc(C(C)=O)cc1OC (stereo not given),0,3,1,0.1,1,3,6,-3.6,7
Cc1c(-c2ccccc2)[n+](=O)c(-c2ccc(Br)cc2)c(C)n1[O-],0,-3,0,0.0,8,3,1,0.3,4
Cc1cc(C(=O)COC(=O)C2COc3ccccc3O2)c(C)n1CC1CCCO1 (stereo not given),1,-3,3,-0.2,-1,6,0,0.1,10
COc1ccccc1/C=N/NC(=O)CC(=O)NCCc1ccccc1,1,-3,0,-0.1,0,5,6,0.0,7
